# Source: PubChem (several laboratories)
# AGP1 TOR yeast: yeast TOR pathway AGP1-GFP modulation; S. cerevisiae AGP1-GFP multiplex flow cytometry, 3 h; GFP as percent of DMSO wells; GFP response vs DMSO, % at 10 µM; hit rate 0.02% among 320,000; AID 2066;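 active = GFP response relative to DMSO above a set limit, near screen average plus 3 SD, cut at about 150% in these data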;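 also: median GFP channel fluorescence of the gated AGP1 strain per well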
# LAP4-GFP MLPCN: alters LAP4-GFP fluorescence in TOR pathway yeast screen | S. cerevisiae LAP4-GFP multiplex, flow cytometry GFP, 3 h; median GFP as percent of DMSO wells | GFP response vs DMSO, % at 10 µM | hit rate 0.34% among 320,000;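 active = GFP response vs DMSO above a set limit, about the screen mean plus 3 SD, cut at about 150% in these data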
# RPL19A TOR yeast: alters RPL19A-GFP fluorescence in TOR pathway yeast screen; AID 2025; percent response vs DMSO, % at 10 µM; S. cerevisiae RPL19A-GFP strain, flow cytometry, 3 h; stronger effect = lower value; hit rate 0.3% among 330,000;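 active = percent response vs DMSO below 50%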;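 also: median channel GFP fluorescence of the barcoded RPL19A-GFP strain; ratio of sample median GFP to plate DMSO average so 100% = DMSO; lower means less RPL19A-GFP as with rapamycin TOR inhibition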
# Yeast superoxide: lowers age-related superoxide in aged yeast cells | S. cerevisiae aged cells, superoxide DHE fluorescence; stronger effect = lower value | superoxide response (% of plate mean), % at 10 µM | hit rate 0.18% among 330,000 | AID 2690;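 active = superoxide response under a set limit, about three screen SD below normal, cut at about 65% in these data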;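 also: yeast aged for seven days with compound at 30 °C before DHE staining; 100% = average MFI of all compound-treated wells on the plate with controls excluded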
# AHR activator: activates the human aryl hydrocarbon receptor | P35869 | AHR-responsive luciferase reporter cells, luminescence | activation, % at 5 µM | hit rate 2.5% among 320,000 | AID 2796; in the data active = activation above about 47%;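 also: 0% = vehicle wells and 100% = reference agonist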
# CIT2 TOR yeast: alters CIT2-GFP fluorescence in TOR pathway yeast screen; S. cerevisiae CIT2-GFP strain, flow cytometry, 3 h; 100 means same as DMSO wells; GFP response vs DMSO, % at 10 µM; hit rate 0.065% among 320,000; AID 2029;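 active = GFP response relative to DMSO above a set limit, near the screen mean plus 3 SD, cut at about 150% in these data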;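 also: ratio of well median GFP fluorescence to mean of DMSO wells on the plate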
# Efflux pump inh: antifungal efflux pump inhibition, Nile Red retention; S. cerevisiae Candida pump triplex; inhibition, % at 10 µM; hit rate 0.44% among 330,000;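 active = plate passing quality check with inhibition over a set limit, or well fluorescence over plate mean plus 4 SD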;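 also: Nile Red retained in pooled yeast measured as flow cytometry median fluorescence; 0% = buffer negative control and 100% = Enniatin B positive control; higher means more Nile Red kept so more efflux inhibition; some compounds called inactive have numbers as strong as hits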
# MEP2-GFP yeast: modulators of TOR pathway MEP2-GFP in S. cerevisiae. AID 2016. GFP response vs DMSO, % at 10 µM. S. cerevisiae MEP2-GFP strain, flow cytometry GFP, 3 h; 100% = DMSO control level. hit rate 0.51% among 330,000;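 active = GFP response versus DMSO above a set limit, roughly screen mean plus 3 SD, cut at about 180% in these data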;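 also: median GFP fluorescence of the barcode-gated MEP2-GFP cells per well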
# An asterisk follows results filed as active; . = no result given.
# Every second line gives: MEP2-GFP yeast	LAP4-GFP MLPCN	Efflux pump inh	CIT2 TOR yeast	AGP1 TOR yeast	RPL19A TOR yeast	AHR activator	Yeast superoxide
- S=c1[nH]nc(-c2ccccn2)n1/N=C/c1c(Cl)cccc1Cl
 : 104	131	0.4	76	108	95	1	89
- Cc1ccc(N(CC(=O)N2CCN(Cc3ccccc3)CC2)S(C)(=O)=O)cc1C
 : 98	104	-0.1	109	107	102	-1	101
- Cn1nnnc1Sc1c(Cl)cccc1[N+](=O)[O-]
 : 101	91	0.1	100	98	100	-4	133
- OCCC1CN(Cc2c(O)ccc3ccccc23)CCN1CCc1ccccc1 (stereo not drawn)
 : 104	92	0.0	101	94	96	20	181
- CCCCNC(=O)c1cn(C)c2ccc(S(=O)(=O)N3CCCC3)cc2c1=O
 : 87	86	0.2	99	98	95	5	97
- CC1Cc2cc(/C(O)=C3/C(=O)C(=O)N(Cc4ccco4)C3c3cccs3)ccc2O1 (stereo not drawn)
 : 97	94	-0.3	98	93	97	4	101
- COc1ccccc1CNC(=O)c1cnc2ccccn2c1=O
 : 100	106	-0.1	96	99	98	38	101
- CCc1ccc(-c2nc(CN3CCC(C(=O)N4CCN(c5ccccc5)CC4)CC3)c(C)o2)cc1
 : 105	98	0.5	110	105	100	2	74
- CCOc1ccc(-c2cn(-c3cccc(SC)c3)c(=O)[nH]2)cc1
 : 99	101	-0.2	103	98	103	11	108
- CSc1ccc(C=NNc2ccc(S(=O)(=O)Nc3ccccc3C(=O)O)cc2[N+](=O)[O-])cc1
 : 103	102	-0.1	95	98	96	0	107
- CCN(CC)S(=O)(=O)c1ccc(N2CCCC2)c(NC(=O)C2=NN(c3ccccc3)C(=O)CC2)c1
 : 97	91	0.1	92	92	95	3	91
- CCOC(=O)c1[nH]c(C)c(C(=O)OCC(=O)NC2CCS(=O)(=O)C2)c1C (stereo not drawn)
 : 109	109	-0.1	102	118	107	4	96
- C=C(C)C1CC=C(C)/C(=N\NC(=O)CNc2ccccc2OC)C1 (stereo not drawn)
 : 87	84	0.1	85	90	91	3	125
- O=C(NC(Cc1ccccc1)C(=O)O)C1CCCCC1 (stereo not drawn)
 : 109	101	0.0	105	105	107	-2	116
- CC(C)CCn1nnnc1C(c1ccccc1)N1CCN(C)CC1 (stereo not drawn)
 : 103	103	0.2	96	100	99	3	94
- CN(Cc1nccs1)C(=O)CC1C(=O)NCCN1Cc1ccc(-c2ccccc2)cc1 (stereo not drawn)
 : 98	106	0.0	96	104	97	0	109
- CCOC(=O)C(=O)N1CCN(CC)CC1
 : 112	99	-0.2	108	103	108	1	100
- Cc1nc(SCC(=O)Nc2cccc(S(=O)(=O)N3CCOCC3)c2)nc(C)c1C
 : 97	91	-0.3	93	93	91	-1	113
- O=C(Nc1ccc(C#Cc2ccccc2)cc1)C1CC1
 : 106	97	0.0	104	96	102	-4	87
- CS(=O)(=O)Nc1nc2n(n1)C(c1ccc(F)cc1)CC(c1ccccc1)N2 (stereo not drawn)
 : 106	114	-0.1	107	108	101	0	72
- CCC(C)NC(=S)N1CCN(C(c2ccccc2)c2ccccc2)CC1 (stereo not drawn)
 : 97	87	0.0	99	99	103	-1	95
- O=C(c1ccccn1)N(CC1CCCO1)C1(C(=O)NC2CCCCC2)CCCCC1 (stereo not drawn)
 : 98	98	0.0	100	100	99	0	87
- CCN(C(=S)NC(=O)Cc1ccc(OC)cc1)c1ccccc1
 : 100	106	0.1	98	102	95	-1	99
- CCc1ccc(-c2csc3ncn(Cc4ccc(C(=O)O)cc4)c(=O)c23)cc1
 : 100	116	-0.1	83	102	94	-1	87
- CCCC(=O)Nc1ccc(C(=O)NNC(=O)c2ccco2)cc1
 : 101	100	-0.1	90	95	95	1	99
- CC(=O)c1ccc(NC(=O)/C(Cl)=C/c2ccccc2)cc1
 : 100	110	0.0	102	105	101	-5	98
- CCC(COC(=O)Nc1ccccc1)NC(=O)OC(C)C (stereo not drawn)
 : 106	109	-0.1	98	111	104	4	95
- CC(C)(C)n1c(O)c2ccc(C(=O)N=NC(=O)c3ccccc3)cc2c1O
 : 97	68	-0.2	88	86	107	11	73
- CCOc1ccc(-c2c(C)sc3nc[nH]c(=O)c23)cc1
 : 119	106	-0.1	106	105	104	19	100
- CCOC(=O)N1CCN(C(=O)c2ccc3c(=O)n(CCc4ccc(OC)c(OC)c4)c(=O)[nH]c3c2)CC1
 : 110	90	-0.1	98	20	86	0	88
- CSc1nc2ccc(NC(=O)COc3ccccc3F)cc2s1
 : 99	102	0.2	88	95	93	24	92
- CC(=O)c1c(C(C)=O)c(C)n(-c2nc(-c3cccs3)c(C)s2)c1C
 : 100	100	-0.1	99	93	96	28	104
- O=C(CSCc1cccc(Cl)c1)OCc1nc2ccsc2c(=O)[nH]1
 : 80	81	0.1	86	98	86	2	107
- C/C(=N\NC(=O)c1ccn(C)n1)c1ccc(NC(=O)C2CCC2)cc1
 : 102	87	0.3	90	97	105	.	104
- Cc1ccc(CN(C)C(=O)C2CCC(=O)N(C3CCCCCC3)C2)cc1 (stereo not drawn)
 : 103	98	0.2	112	101	103	1	126
- CCCCOc1ccc(C(=O)NCC(=O)NCc2ccncc2)cc1
 : 93	107	-0.1	99	105	96	2	97
- O=C(Nc1ncc2c(n1)-c1ccccc1CC2)c1ccc(Cl)cc1
 : 106	107	0.1	106	102	106	75*	116
- Cc1ccc(-n2nnnc2SCC(=O)NC(C(=O)O)(c2ccccc2)c2ccccc2)cc1C
 : 101	105	-0.2	95	98	93	2	95
- CN1C(C(=O)Nc2ccc(C(=O)O)cc2)=C(O)c2ccccc2S1(=O)=O
 : 102	100	-0.1	97	97	97	0	138
- O=C1c2ccccc2C(=O)N1SC1CCCCC1
 : 78	68	0.1	56	70	59	2	100
- CCC1CC(CSc2ncn[nH]2)OC1=O (stereo not drawn)
 : 97	106	-0.1	101	.	103	5	95
- COc1ccc2c(c1)CC/C2=N\OC(=O)c1ccccc1C
 : 93	97	-0.1	94	91	94	1	128
- O=c1[nH]c(/C=C\c2cccnc2)c([N+](=O)[O-])c(=O)[nH]1
 : 102	110	-0.3	110	106	109	-1	96
- Cc1nn(CC(=O)Nc2ccccc2C(F)(F)F)c(=O)c2cccn12
 : 102	81	0.3	98	96	104	7	104
- CN(c1ccc(OCC(=O)NCc2cccnc2)cc1)S(=O)(=O)c1ccc(Cl)cc1
 : 95	106	0.2	98	94	97	5	109
- COc1cc(/C=C/C(=O)OCC(=O)Nc2cc(S(=O)(=O)N(C)C)ccc2Cl)ccc1O
 : 97	106	0.3	94	101	96	-1	100
- CC(C)CC(NC(=O)CCC(=O)OCC(=O)[C@@]1(O)CCC2[C@@H]3CCC4=CC(=O)C=C[C@]4(C)C3[C@@H](O)C[C@@]21C)C(=O)O (stereo partly drawn)
 : 103	93	0.1	101	103	106	15	110
- COc1cc2c(cc1NC(=S)Nc1cccc(C)c1)oc1ccccc12
 : 110	112	-0.1	108	103	103	84*	105
- O=C(/C=C/c1cccc([N+](=O)[O-])c1)N1CCN(S(=O)(=O)c2cccs2)CC1
 : 99	105	0.0	103	102	98	-1	99
- O=C(Nc1ccc(Cl)cc1)c1ccc(Br)cc1F
 : 95	96	0.4	91	91	94	97*	94
- CCc1ccc2c(CN3CCN(S(=O)(=O)c4ccccc4F)CC3)cc(=O)oc2c1
 : 98	97	0.1	98	98	94	1	99
- N#CC(c1cccc(C(F)(F)F)c1)(c1ncc(C(F)(F)F)cc1Cl)N1CCOCC1 (stereo not drawn)
 : 106	94	-0.2	108	111	106	-1	83
- COc1ccc(CC(=O)O/N=C(\N)c2cccc([N+](=O)[O-])c2)cc1
 : 111	97	0.0	88	87	91	9	106
- COc1ccc(OCC(=O)Nc2c(Cl)ccc3nsnc23)cc1
 : 104	91	-0.3	96	91	108	.	110
- CC(C)n1cnc2c(=S)nc[nH]c21
 : 94	98	0.0	105	103	105	0	100
- O=C(O)CCN1C(=O)c2ccc(Oc3ccc4c(c3)C(=O)N(CCC(=O)O)C4=O)cc2C1=O
 : 98	98	0.1	89	100	100	-3	109
- COCCN(CC(=O)NCC1CCCO1)C(=O)CCC(=O)Nc1ccccn1 (stereo not drawn)
 : 108	104	-0.1	93	104	93	0	85
- CCN(CC)CCOC(=O)c1ccc(NC(=O)C(C)NC(=O)C23CC4CC(CC(C4)C2)C3)cc1 (stereo not drawn)
 : 105	99	-0.2	104	102	102	0	84
- COc1ccc(/C=N/Nc2cc(C)nc(-n3nc(C)cc3C)n2)c(OC)c1
 : 104	108	0.1	100	101	105	41	92
- CCOC(=O)CN1C(=O)CCSc2ccc(Cl)cc21
 : 93	111	-0.1	93	104	94	1	100

# Compounds above containing a furan ring, fused or not:
# Every second line gives: MEP2-GFP yeast	LAP4-GFP MLPCN	Efflux pump inh	CIT2 TOR yeast	AGP1 TOR yeast	RPL19A TOR yeast	AHR activator	Yeast superoxide
- CC1Cc2cc(/C(O)=C3/C(=O)C(=O)N(Cc4ccco4)C3c3cccs3)ccc2O1 (stereo not drawn)
 : 97	94	-0.3	98	93	97	4	101
- CCCC(=O)Nc1ccc(C(=O)NNC(=O)c2ccco2)cc1
 : 101	100	-0.1	90	95	95	1	99
- COc1cc2c(cc1NC(=S)Nc1cccc(C)c1)oc1ccccc12
 : 110	112	-0.1	108	103	103	84*	105

# The results go on:
# Every second line gives: MEP2-GFP yeast	LAP4-GFP MLPCN	Efflux pump inh	CIT2 TOR yeast	AGP1 TOR yeast	RPL19A TOR yeast	AHR activator	Yeast superoxide
- O=C(NCc1ccccc1F)C1CCCN1C(=O)Nc1ccc(F)cc1 (stereo not drawn)
 : 87	75	0.0	100	86	87	0	103
- O=C1NC(Cc2ccccc2)c2nc3ccc(Cl)cc3c(=O)n2-c2ccc(Cl)cc21 (stereo not drawn)
 : 94	97	-0.2	98	98	94	32	129
- O=C(c1cccs1)N1CCCc2ccccc21
 : 102	113	-0.1	105	106	103	7	74
- CCCS(=O)(=O)c1c(S(=O)(=O)CCC)c2c(C)cccn2c1C(N)=O
 : 98	90	0.0	91	93	95	0	102
- CC(C)CC(=O)N1CC(C)N(C(=O)CC(C)C)CC1C (stereo not drawn)
 : 100	105	5.1	111	116	111	3	94
- CN(CC(=O)Nc1ccccc1Br)CC(=O)Nc1ccccc1-c1ccccc1
 : 100	103	0.0	96	106	107	-1	95
- O=C1NC[C@@H](c2ccccc2)OC(=O)[C@H](Cc2ccc(F)cc2)CC/C=C/C[C@H]1CC(=O)N(CCO)Cc1ccccc1
 : 101	110	0.0	112	103	105	-1	98
- c1ccc(CN2CCC(=NNc3nc4ccccc4[nH]3)CC2)cc1
 : 92	92	0.1	.	93	91	36	99
- O=C(C1CCC1)N1CCc2cc(S(=O)(=O)NC3CCCc4ccccc43)ccc21 (stereo not drawn)
 : 95	91	0.8	99	95	91	3	102
- COc1cccc(CN2CCNC(=O)C2CC(=O)N2CCCCO2)c1OC (stereo not drawn)
 : 99	90	0.2	103	97	104	-2	101
- Cc1ccc(C(=O)c2oc3ccc(Cl)cc3c2NC(=O)CN2CCN(C)CC2)cc1
 : 97	98	-0.1	103	100	97	4	129
- COCCn1c(C)cc(C(=O)COC(=O)c2cccnc2SC)c1C
 : 95	99	0.2	93	95	92	-2	101
- COc1ccc(S(=O)(=O)N2CCCCC2)cc1NC(=O)COc1ccccc1
 : 99	103	0.2	92	97	101	-1	136
- O=C(NC1CC2CCCC(C1)N2C(=O)Nc1ccccc1Cl)C1CC1 (stereo not drawn)
 : 105	100	-0.2	93	95	104	0	100
- CC(=O)c1cccc(NC(=O)CCn2c(=S)oc3ccccc32)c1
 : 94	94	0.1	95	101	95	2	139
- Cc1ccc(Cl)cc1NC(=O)CN1CCN(C(=O)C2CCCO2)CC1 (stereo not drawn)
 : 99	100	-0.1	90	98	98	2	93
- COc1ccc(N=Cc2oc3ccc4ccccc4c3c2O)cc1
 : 106	115	0.3	94	96	95	58*	103

# An unsorted share of the library. About 3.9% of those tested had a hit in this group.
